ALOX12 inhib – inhibitors of human 12-lipoxygenase (ALOX12); purified 12-hLO, xylenol orange hydroperoxide absorbance; AID 1452; P18054; 150,000 tested, 0.12% active; Potency, µM (series often up to 57.1 µM), inactives show top-dose activity change, negative = inhibition, most hits filed as inhibitors; note: potency is the fitted concentration of half-maximal effect; nearly all actives have a fitted effect of over 55% in size; many of its hits are not listed in these tables
Target sequence (P18054 whole entry, looked up): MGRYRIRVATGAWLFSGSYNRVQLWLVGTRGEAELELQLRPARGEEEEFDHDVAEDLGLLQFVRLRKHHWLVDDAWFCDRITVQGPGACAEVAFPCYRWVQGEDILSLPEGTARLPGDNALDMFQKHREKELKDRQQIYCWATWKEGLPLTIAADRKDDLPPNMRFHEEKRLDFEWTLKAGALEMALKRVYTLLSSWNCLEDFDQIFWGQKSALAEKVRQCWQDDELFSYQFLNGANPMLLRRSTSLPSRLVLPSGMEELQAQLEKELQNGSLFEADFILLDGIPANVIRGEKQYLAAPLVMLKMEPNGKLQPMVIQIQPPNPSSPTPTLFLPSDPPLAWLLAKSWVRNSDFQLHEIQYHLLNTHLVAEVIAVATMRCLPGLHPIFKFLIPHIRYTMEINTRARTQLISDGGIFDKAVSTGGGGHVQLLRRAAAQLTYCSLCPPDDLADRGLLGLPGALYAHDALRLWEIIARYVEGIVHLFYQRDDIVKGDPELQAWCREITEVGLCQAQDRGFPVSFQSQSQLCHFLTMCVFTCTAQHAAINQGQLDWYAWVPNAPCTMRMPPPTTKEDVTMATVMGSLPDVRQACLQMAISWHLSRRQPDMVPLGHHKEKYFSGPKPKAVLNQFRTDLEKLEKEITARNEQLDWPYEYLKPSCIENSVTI
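150 nM 12hLO, 25 mM Hepes pH 7.0 + 0.01% Triton X-100; cpd preinc 15 min RT; 40 uM arachidonic acid, 30 min RT; Fe-XO 30 min; A573/A405 ratio as read-out.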
IMPase inh – membrane-permeable compound that blocks inositol monophosphatase; P97697; CHO-M1 cells, IP1 accumulation, HTRF TR-FRET ratio; 120,000 tested, under 10 active; inhibition (IP1 accumulation), % at 46.1 µM; active = well fitted curve in the direction sought with a large enough effect in the signal ratio, not every such curve was filed as active; inconclusive = small, poorly fitted or top-dose-only effect, or a change in a side signal; inactive = no such curve, though single readings can be large or run the other way; the % refers to the signal ratio;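 note: cells stimulated with carbachol in lithium chloride buffer; plate controls were DMSO basal wells for no effect and reference inhibitor wells for full effect; higher means more IMPase inhibition seen as more IP1 and lower FRET ratio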
Target sequence (P97697 whole entry, looked up): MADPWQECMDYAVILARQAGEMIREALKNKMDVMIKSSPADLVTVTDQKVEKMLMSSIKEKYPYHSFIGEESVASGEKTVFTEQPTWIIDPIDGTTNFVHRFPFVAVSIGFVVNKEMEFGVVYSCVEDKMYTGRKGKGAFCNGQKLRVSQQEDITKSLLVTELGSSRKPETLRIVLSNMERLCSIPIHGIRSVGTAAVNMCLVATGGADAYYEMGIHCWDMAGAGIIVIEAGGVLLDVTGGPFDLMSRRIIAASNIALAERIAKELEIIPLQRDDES
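In this qHTS, compounds (final up to 46 uM) act on CHO-M1 cells that are then activated through the M1 receptor with carbachol, in pH 7.4 buffer containing 50 mM LiCl, for 30 min. IP1 accumulation is quantified by the IP-One immunoassay.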
15-hLO-2 inh – 15-hLO-2 (ALOX15B) enzyme inhibition | O15296 | purified 15hLO-2, xylenol orange hydroperoxide absorbance | Potency, µM (series often up to 57.1 µM), for inactives: at the top dose activity change, negative = inhibition, hits mostly inhibitors | 110,000 tested, 0.56% active | AID 881; note: potency is the fitted concentration of half-maximal effect; nearly all actives have a fitted effect of over 60% in size; many of its hits are not listed in these tables
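Enzyme 50 nM, AA 45 uM, 25 mM Hepes pH 7.5 + 0.01% Triton X-100; cpd preinc 15 min RT, rxn 90 min RT; stop/detect with 200 uM XO + 300 uM Fe(II) in 50 mM H2SO4, 30 min; A573/A405.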
PNC inhibitor – inhibitors of perinucleolar compartment assembly; PC3M PTB-GFP, PNC prevalence imaging, 16 h; hits give low values; activity change (PNC), negative = inhibition, % at 10 µM; 140,000 tested, 3.1% active;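 active = readout at or below -70, meaning at least 70% loss of cells showing the perinucleolar compartment, a nuclear body marking cancer cells; inconclusive = readout between -30 and a set limit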;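 note: plate controls were DMSO wells for no effect and camptothecin positive control wells for full effect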
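Read-out is percentage of cells bearing a perinucleolar compartment, from automated 20x imaging of fixed, Hoechst-stained PC3M PTB-GFP cells. Cells were seeded 4 h, then exposed 16 h to compound (23 nl of library stock) in duplicate plates.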
Starred values were filed as active, the others as inactive; ? = inconclusive; . = no result given; [ ] = another dose, or the depositor's remark. Unless noted, calls come from the whole dose curve; as a rule, active = well fitted curve in the direction sought with a large enough effect; inconclusive = small, poorly fitted or top-dose-only effect, or another doubt; inactive = no such curve, though single readings can be large; an effect the other way counts as inactive or inconclusive. Unless noted, % is set by controls: 0 for no effect and ±100 for the full control effect. Some of the compounds tested; rates above refer to the full screens.

Below each SMILES: 15-hLO-2 inh	IMPase inh	ALOX12 inhib	PNC inhibitor
CCSc1nnc(-c2cccc(S(=O)(=O)N(C)C)c2)n1-c1cc(OC)ccc1OC
→ 1%	4	-3%	-27
CCC(C)C(=O)OC1CC(C)C=C2C=CC(C)C(CCC3CC(O)CC(=O)O3)C21 (stereo not given)
→ 8%	.	0%	.
CCOC(=O)C(C)(C)NS(=O)(=O)c1ccc(Cl)c([N+](=O)[O-])c1
→ .	13	-5%	69
CC(=O)c1cccc(NC(=O)CCS(=O)(=O)c2cccc3nsnc23)c1
→ -11%	-5	-4%	?
CCCc1nc2ccccc2c(C(=O)OC2CCOC2=O)c1CC (stereo not given)
→ 3%	1	0%	?
CC(C)Oc1ccc(C(=O)NC(=S)N2CCOCC2)cc1
→ .	.	-7%	-1
c1ccc([P+](CC[P+](c2ccccc2)(c2ccccc2)c2ccccc2)(c2ccccc2)c2ccccc2)cc1
→ 17%[11.4 µM]	.	8%[11.4 µM]	.
Cn1c(=O)c2c(nc(N3CCOCC3)n2CCCNC2=NCCCCC2)n(C)c1=O
→ -3%	2	4%	4
O=C(c1sc2cc([N+](=O)[O-])ccc2c1Cl)N1CCCCC1
→ .	.	-4%	4
Cc1ccc(CSc2ncnc3c2cnn3Cc2ccccc2)cc1
→ 10%	3	0%	29
C(=N\Nc1nc(N2CCOCC2)nc(N2CCOCC2)n1)/c1ccncc1
→ .	-4	-6%	-11
Cc1ccc(C)c(NC(=O)Cc2ccc(S(=O)(=O)N3CCCCC3)s2)c1
→ .	.	0%	-13
COc1cc(C)c(/C=C(\C#N)C(=O)Nc2ccc(C)cc2)cc1C(C)C
→ .	3	0%	13
COC(=O)C1=C(C)N=c2s/c(=C/c3cccs3)c(=O)n2C1c1cccs1 (stereo not given)
→ -9%	0	7%	52
CC(=O)N/C(=C\c1ccc(F)cc1)C(=O)NC(Cc1c[nH]c2ccccc12)C(=O)O (stereo not given)
→ .	-13	-1%	28
Cc1c(C2C(C#N)=C(N)OC3=C2C(=O)CCC3)cnn1C (stereo not given)
→ .	.	0%	?
CCc1ccc2oc(=O)cc(CN3CCOCC3)c2c1
→ -8%	-5	-1%	19
COc1cccc(C2CC(c3ccccc3C)n3nc(N)nc3N2)c1 (stereo not given)
→ 3%	-2	3%	-29
COC(=O)c1cnn(C(=O)c2cc(OC)ccc2Br)c1N
→ -6%	7	-1%	12
COc1cc(-c2nc(-c3ccc4c(c3)-c3ccccc3S4(=O)=O)c(-c3ccccc3)[nH]2)cc(OC)c1OC
→ -5%	-14	8%	61
O=C(O)CSC12CC3CC(C1)CC(C(=O)O)(C3)C2
→ 9%	13	0%	-17
CNc1oc(-c2ccccc2Cl)nc1C#N
→ -3%	4	-10%	-16
CC1CCCC(C)N1NC(=S)Nc1ccc(OC(F)F)cc1 (stereo not given)
→ .	.	-16%	4
CC(=O)Nc1ccc(OC(=O)c2cccs2)cc1
→ -3%	12	1%	-11
Cc1ccc(C)c(Cn2nnc3c(=O)[nH]c(C4CCCN(C(=O)C5CCCCC5)C4)nc32)c1 (stereo not given)
→ -25%	7	-8%	14
COC(=O)C1=C(C)NC(=O)CC1c1ccc(F)c(Br)c1 (stereo not given)
→ -1%	?	-9%	7
CCC1(CC)Cc2ccccc2-c2nc(NCCO)[nH]c(=O)c21
→ .	-10	0%	-100*
c1coc(CNc2c3c(nc4ccccc24)CCC3)c1
→ -9%	12	-5%	28
N#Cc1c(N2CCCC(O)C2)nc(N)c2c(N)nc3c(c12)CC(=O)N3C12CC3CC(CC(C3)C1)C2 (stereo not given)
→ -22%	-5	?	?
CC(=O)c1ccc(NC(=O)OCCN2CCN(Cc3ccccc3)CCC2=O)cc1
→ 14%[0.0915 µM]	.	1%[0.00818 µM]	.

The closing two records of the part above come first, to join the parts:
Below each SMILES: 15-hLO-2 inh	IMPase inh	ALOX12 inhib	PNC inhibitor
N#Cc1c(N2CCCC(O)C2)nc(N)c2c(N)nc3c(c12)CC(=O)N3C12CC3CC(CC(C3)C1)C2 (stereo not given)
→ -22%	-5	?	?
CC(=O)c1ccc(NC(=O)OCCN2CCN(Cc3ccccc3)CCC2=O)cc1
→ 14%[0.0915 µM]	.	1%[0.00818 µM]	.
COc1ccc(C(=O)N/N=C(/C)c2ccc(N3CCCCC3)cc2)cc1
→ .	.	1%	-23
O=C(CN1CCCC1)Nc1ccc(NC(=O)Nc2ccccc2Cl)cc1
→ 12%[2.29 µM]	1	-1%	-25
O=C1[C@@H]2[C@@H](C(=O)N1c1ccc(OCc3ccccc3)cc1)[C@@H]1c3ccccc3[C@@H]2[n+]2ccccc21
→ 19%[11.4 µM]	.	14%[11.4 µM]	.
O=C(Nc1ccc(Cl)cc1)NC1CCCc2ccccc21 (stereo not given)
→ -2%	?	-1%	-8
O=C(CSc1cc(Cl)ccc1Cl)NCC1CCCO1 (stereo not given)
→ 4%	3	-2%	10
O=C(COC(=O)c1ccccc1)NCC1CCCO1 (stereo not given)
→ -3%	-10	3%	-7
COC(=O)C1=C(COc2ccc(F)cc2)NC(=O)NC1c1ccc(C)cc1C (stereo not given)
→ 10%	5	1%	?
CC(OC(=O)c1nsc(Cl)c1Cl)C(=O)NCc1cccs1 (stereo not given)
→ -7%	5	-2%	?
CC(=O)c1ccc(N2CCN(c3ccc(S(=O)(=O)N4CCN(C)CC4)cn3)CC2)cc1
→ 8%	?	-6%	?
COC(=O)CC1C(C)(C)C(OC(C)=O)C2CC3=C4CC(=O)OC(c5ccoc5)[C@]4(C)CCC3[C@@]1(C)C2=O (stereo not given in full)
→ -5%	.	1%	.
O=C(Nc1ccccc1-c1ccccc1)NC1CC2CCCC(C1)N2CCc1ccccc1 (stereo not given)
→ .	.	0%	-1
Cc1cc(NC(=O)CSc2nnc(COc3ccccc3)n2Cc2ccco2)no1
→ -17%	2	-3%	?
CCN(CC)C(=S)SCC(=O)Nc1ccc(F)cc1
→ 3%	1	-3%	5
O=C(NC1CCS(=O)(=O)C1)c1cnccn1 (stereo not given)
→ -3%	9	14%	-6
CCOC(=O)c1cnc(SC2CC(=O)N(c3cccc(OC)c3)C2=O)nc1N (stereo not given)
→ -1%	-2	-5%	?
Cc1ccc(-c2nc3ccccn3c2NC(=O)c2ccco2)cc1
→ .	14	5%	-20
CCOc1ccc(NC(=O)COC(=O)C23CC4CC(CC(C4)C2)C3)c([N+](=O)[O-])c1
→ .	1	5%	18
N#C/C=C\Oc1ccc(Cl)cc1N
→ ?	7	22µM*	-12
c1coc(-c2nc3c4c5c(sc4ncn3n2)CCCC5)c1
→ 1%	?	2%	-12
Cc1nnc(SCCc2ccccc2)[nH]c1=O
→ -5%	-1	-2%	-6
CC(C)CCN1C(=O)CCC1(C)C(=O)NC1CCCCCCC1 (stereo not given)
→ -8%	12	0%	-7
Cc1ccc(NC(=O)c2ccc(N3C(=O)C4CC=C(Cl)CC4C3=O)cc2)cc1 (stereo not given)
→ -3%	-2	-4%	-22
O=C1CCN(C(=O)Nc2cccc(Cl)c2)N1
→ ?	0	-4%	18
O=C(COc1cccc(C(F)(F)F)c1)Nc1ccc(S(=O)(=O)N2CCCC2)cc1
→ 5%	31[activator]	-4%	?
O=C(CS(=O)(=O)Cc1ccccc1)N1CCN(C(=O)c2ccco2)CC1
→ -2%	0	0%	?
CCOc1ccc2nc(C)cc(Nc3ccc(N4CCOCC4)cc3)c2c1
→ .	.	-2%	-19
CCOC(=O)CNC(c1ccccc1)c1cc(Br)ccc1NC(=O)OCC (stereo not given)
→ .	12	6%	62
CCOC(=O)c1sc(C)c2c(=O)n(CCc3ccccc3)nnc12
→ -4%	0	0%	-30
O=S(=O)(c1ccc(Cl)cc1)N1CCN(Cc2c[nH]c3ccccc23)CC1
→ 22%	3	-1%	-11
CN(C)c1cccc(C(=O)n2cc(C(=O)c3cc(F)ccc3O)cn2)c1
→ -20%	-2	-11%	17
O=C(OCC(=O)N1CCc2ccccc21)c1ccccc1
→ -5%	0	-3%	-6
CSc1ccccc1NC(=O)CN(c1cc(C)cc(C)c1)S(C)(=O)=O
→ 4%[2.29 µM]	3	4%	?
CCOC(=O)N1CCN(C(=O)C(NC(=O)C2CCC(C)CC2)C(C)C)CC1 (stereo not given)
→ -6%	?	-4%	-28
O=C(O)C[n+]1ccccc1
→ 8%[11.4 µM]	.	5%[11.4 µM]	.
CCOC(=O)C(NC(C)=O)C(=O)O (stereo not given)
→ -1%	6	2%	4
O=C(Nc1ccc2nc(-c3ccccc3)[nH]c2c1)c1cccs1
→ 7%	2	2%	5
CC(C)C(C)(C)C(C)(C)C(C)(C)S
→ 2%	.	0%	.
Cc1ccc(NC(=O)Cn2cc(S(=O)(=O)c3ccccc3)c(=O)c3cc(F)ccc32)cc1
→ .	.	-3%	27
Cn1c(=O)n(Cc2ccc(F)cc2)c(=O)c2c1nc1n2CCCN1C1CCCCC1
→ -1%	8	-7%	37
Cc1[nH]n(-c2ccccc2)c(=O)c1CCOC(=O)c1cccc(C(F)(F)F)c1
→ .	1	-5%	-11
Cc1ccc2nc(NC(=O)C3=NN(c4ccccc4)C(=O)CC3)sc2c1
→ .	3	-21%	59
CC(C)C(NC(=O)C1CCC(C(C)(C)C)CC1)C(=O)NCc1cccnc1 (stereo not given)
→ 11%	4	-5%	13
O=C(c1cnccn1)N1CCC2(CCCN(Cc3nccs3)C2)CC1
→ 12%	.	0%	.
COCCN=c1scc(-c2ccccc2)n1/N=C/c1c[nH]c2ccccc12
→ .	16	-5%	-19
O=C(Nc1ccc2nsnc2c1)N1CCCCC1
→ 2%	3	4%	-11
O=C1C2CCCN2C(c2ccc(F)cc2)N1c1ccc(Cl)cc1 (stereo not given)
→ 10%	-3	-13%	-98*
OCCCc1nc2ccccc2n1CCOc1ccccc1
→ 8%	8	3%	-4
O=C(CC1S/C(=N\S(=O)(=O)c2ccccc2)N(c2ccccc2)C1=O)Nc1ccc(F)cc1 (stereo not given)
→ .	.	0%	54
CCOC(=O)CCc1c(C)nc2cc(-c3ccccc3OC)[nH]n2c1=O
→ 0%	-7	2%	?
CCOc1ccc(Cn2nnc(C(=O)Nc3cc(C)cc(C)c3)c2N)cc1
→ 0%	-4	-2%	-5
COc1cc2nc(=S)n3[nH]c(COc4ccccc4C)nc3c2cc1OC
→ .	.	2%	?
O=[N+]([O-])c1ccc(N2CCC(=NOCc3ccc(Cl)cc3)CC2)cc1
→ .	16	-23%	82
O=c1oc2cc(O)ccc2c2oc3cc(O)ccc3c12
→ .	.	-3%	76
Cc1cccc(C(=O)NNC(=O)c2ccc(Cl)cc2)c1O
→ 2%	20	-10%	-5
CCCCc1cc(=O)oc2c(CN3CCCC3)c(O)c(Cl)cc12
→ 2%	?	-16%	18
COc1ccc(CCNC(=O)CSc2nnc(-c3ccc(F)cc3)c3ccccc23)cc1OC
→ .	.	1%	4
COC(=O)CSc1nc(-c2ccccc2)nc2ccc(F)cc12
→ -3%	-16	2%	8
CCOC(=O)c1oc2ccccc2c1NC(=O)c1ccc(S(=O)(=O)N(C)C)cc1
→ -7%	5	-1%	46
CCCCC(=O)Nc1ccc(C(=O)NNC(=O)CCc2ccccc2)cc1
→ -4%	0	1%	?
c1ccc(-n2c(-c3ccncc3)nnc2-c2cccs2)cc1
→ 8%	-3	3%	-27
COc1ccccc1NC(CC(=O)c1ccccc1)C(=O)OCC(=O)c1ccc(C)cc1 (stereo not given)
→ .	4	0%	25
CC1C(=O)C(C)C(c2ccc3c(c2)OCO3)NC1c1ccc2c(c1)OCO2 (stereo not given)
→ 30%	4	-17%	-26

By substructure: the compounds so far with a CF3 group
Below each SMILES: 15-hLO-2 inh	IMPase inh	ALOX12 inhib	PNC inhibitor
O=C(COc1cccc(C(F)(F)F)c1)Nc1ccc(S(=O)(=O)N2CCCC2)cc1
→ 5%	31[activator]	-4%	?
Cc1[nH]n(-c2ccccc2)c(=O)c1CCOC(=O)c1cccc(C(F)(F)F)c1
→ .	1	-5%	-11
